RGS4 inhibitor: blocks human RGS4-accelerated GTP hydrolysis; Transcreener GDP fluorescence polarization, RGS4-accelerated GTP hydrolysis; P49798; 390,000 tested, 0.039% active; AID 504845; Potency, µM (doses to about 114 µM), without a hit: at the highest dose activity change, negative = inhibition, most hits filed as inhibitors; also: % is scaled to controls: 0 for no effect and ±100 for the full control effect; nearly all actives have a fitted effect of over 75% in size; some results filed as inactive show a strong effect at the top dose
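MLSMR compounds (23 nl, pin-transferred) preincubated 10 min at room temperature with a 500nM (2x) first reagent, then RGS4 at 900nM (2x) plus Transcreener GDP mix added; fluorescence polarization (620/688 nm) read before and after 90 min at 30 °C.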
Pin1 inhibitor: human Pin1 inhibition | Q13526 | Pin1 FP peptide displacement, HiFluor488, 10 min | Potency, µM (series often up to 115 µM), for inactives: top-dose activity, negative = inhibition, usual class: inhibitors | 390,000 tested, 0.009% active; active = well fitted inhibition curve with a large enough effect in the polarisation, with a control signal flat, not every such curve was filed as active; inconclusive = small, poorly fitted or top-dose-only effect, or effect the other way, or a change in a side signal; inactive = no such curve, though single readings can be large or run the other way; the % refers to the polarisation; also: % is scaled to controls: 0 for no effect and ±100 for the full control effect
Tb PGK inh: blocks T. brucei phosphoglycerate kinase | P07378 | PGK/GAPDH coupled, Kinase-Glo luminescence, 60 min | 380,000 tested, 0.043% active | AID 602233 | Potency, µM (doses to about 57.5 µM), for the others: top-dose activity change, negative = inhibition, hits mostly inhibitors; also: % is scaled to controls: 0 for no effect and ±100 for the full control effect; nearly all actives have a fitted effect of over 60% in size
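Recombinant glycosomal PGK reaction used 1,3-bisphosphoglycerate generated in-well by GAPDH (100nM final) in 100mM TEA pH 7.6, 5mM MgCl2, 0.01% Tween-20. After 60 minutes at room temperature, ATP was read by Kinase-Glo Plus luminescence end-point.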
GLS inh: blocks human kidney-isoform glutaminase activity. GLS enzymatic activity, qHTS titration. Potency, µM (top dose mostly 45.5 µM), for inactives: at the top dose activity change, negative = inhibition, actives largely listed as inhibitors. 410,000 tested, 0.21% active; also: % is scaled to controls: 0 for no effect and ±100 for the full control effect
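Read-out is an Amplex red fluorescence increase coupled through glutamate oxidase and HRP, measured before and after 30 min room-temperature incubation. hKGA is in 45 mM KH2PO4 (pH 8.2) with 0.02% Tween-20; glutamine added as 1mM solution.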
ALOX12 inh: inhibitors of human 12S-lipoxygenase ALOX12 | P18054 | purified 12hLO, xylenol orange hydroperoxide absorbance | Potency, µM (top dose mostly 108 µM), for the others: top-dose activity change, negative = inhibition, actives largely listed as inhibitors | 580,000 tested, 1.1% active; also: % is scaled to controls: 0 for no effect and ±100 for the full control effect
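Purified human 12hLO (150 nM final) in 25 mM Hepes, 0.01% Triton X-100, pH 7.0 was preincubated 15 min at room temperature with compound. Then 40 uM arachidonic acid was added, 30 min. Hydroperoxide was read by Fe-XO absorbance ratio 573/405 nm.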
ERG Ets-DNA blk: blocks human ERG Ets domain binding to DNA; 370,000 tested, 0.028% active; Potency, µM (top dose mostly 76.9 µM), for the others: at the highest dose FP activity, negative = inhibition, usual class: inhibitors; fluorescence polarization, His-ERG Ets domain / labelled DNA; active = well fitted inhibition curve with a large enough effect in the polarisation, with a control signal flat; inconclusive = small, poorly fitted or top-dose-only effect, or effect the other way, or a change in a side signal; inactive = no such curve, though single readings can be large or run the other way; the % refers to the polarisation;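 also: polarization taken with two DNA probes labelled with fluorescein and Texas red; % of control where 0% means no effect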
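His-tagged ERG Ets domain (1 uM in the protein solution; 300mM KCl, 50mM Tris-HCl, 1mM EDTA, 1mM DTT, pH 7.5) received compound, then a probe mix of 5 nM fluorescein-DNA and 100nM Texas-615-DNA. Fluorescence polarization was read for both dyes.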
JMJD2A Tudor inh: blocks the human JMJD2A Tudor domain. Potency, µM (series often up to 114 µM), without a hit: top-dose activity change, negative = inhibition, most hits filed as inhibitors. O75164. 390,000 tested, 4.4% active. AlphaScreen JMJD2A-Tudor / H3K4me3 peptide binding; also: % is scaled to controls: 0 for no effect and ±100 for the full control effect; nearly all actives have a fitted effect of over 50% in size
Target sequence (O75164 whole entry, looked up, the tested form may be a part): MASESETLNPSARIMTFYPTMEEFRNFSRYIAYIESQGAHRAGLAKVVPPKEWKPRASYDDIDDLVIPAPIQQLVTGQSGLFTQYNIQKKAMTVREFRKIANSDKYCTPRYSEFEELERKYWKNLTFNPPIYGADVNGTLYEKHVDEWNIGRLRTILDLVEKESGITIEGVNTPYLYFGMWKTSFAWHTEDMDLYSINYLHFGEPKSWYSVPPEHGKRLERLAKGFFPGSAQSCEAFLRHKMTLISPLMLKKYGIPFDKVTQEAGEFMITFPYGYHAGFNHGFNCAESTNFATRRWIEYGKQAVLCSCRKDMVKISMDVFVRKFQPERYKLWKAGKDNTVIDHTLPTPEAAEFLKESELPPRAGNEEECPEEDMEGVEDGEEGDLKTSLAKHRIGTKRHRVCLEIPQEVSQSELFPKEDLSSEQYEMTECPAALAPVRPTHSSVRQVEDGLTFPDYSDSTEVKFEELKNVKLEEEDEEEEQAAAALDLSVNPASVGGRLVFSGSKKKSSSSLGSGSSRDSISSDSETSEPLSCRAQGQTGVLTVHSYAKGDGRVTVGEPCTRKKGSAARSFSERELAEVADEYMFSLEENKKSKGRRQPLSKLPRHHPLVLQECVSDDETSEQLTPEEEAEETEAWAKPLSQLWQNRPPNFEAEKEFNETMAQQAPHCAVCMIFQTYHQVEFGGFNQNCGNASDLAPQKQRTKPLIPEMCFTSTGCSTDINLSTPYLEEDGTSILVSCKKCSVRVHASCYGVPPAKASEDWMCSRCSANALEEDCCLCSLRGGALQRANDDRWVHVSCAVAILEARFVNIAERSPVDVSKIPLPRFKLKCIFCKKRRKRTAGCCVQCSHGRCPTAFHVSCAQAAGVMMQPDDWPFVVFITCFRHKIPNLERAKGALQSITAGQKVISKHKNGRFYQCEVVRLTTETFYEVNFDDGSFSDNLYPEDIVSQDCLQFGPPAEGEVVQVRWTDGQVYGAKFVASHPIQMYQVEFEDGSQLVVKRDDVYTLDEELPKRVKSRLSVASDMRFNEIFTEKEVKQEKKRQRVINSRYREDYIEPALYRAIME
HP1b chromo inh: blocks HP1-beta chromodomain binding to methylated histone tails. 390,000 tested, 0.56% active. Potency, µM (top dose mostly 114 µM), for inactives: at the highest dose activity change, negative = inhibition, most hits filed as inhibitors. AlphaScreen HP1-beta / biotin-H3K9me3 peptide binding. P83916; also: nearly all actives have a fitted effect of over 70% in size; inactives centre near 23
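AlphaScreen: HP1-beta (50 nM) preformed 30 min with biotin-H3(1-18)K9me3 peptide (50 nM) in PBS pH 7.4, 0.01% Tween-20. Compound added for 30 min at RT, then streptavidin donor/nickel chelate acceptor beads (10 ug/mL) for 30 min.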
TrxR1 inh: blocks rat thioredoxin reductase 1 | O89049 | recombinant rTrxR1, NADPH fluorescence consumption, selenite substrate | Potency, µM (titrated, usually from 114 µM), for the others: top-dose activity change, negative = inhibition, usual class: inhibitors | 390,000 tested, 1% active; also: % is scaled to controls: 0 for no effect and ±100 for the full control effect; nearly all actives have a fitted effect of over 65% in size
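Rat TrxR1 (90 nM in the dispensed reagent) was pre-reduced with 400 uM NADPH for 5 min at room temperature, then incubated with compound for 15 min. After 400 uM selenite was added, NADPH fluorescence (Ex 340/Em 450 nm) was followed for 8 min.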
The depositor's hits bear a star; i = inactive; ? = inconclusive; · = no result given; [ ] = another dose, or the depositor's remark. Unless noted, calls follow the shape of the dose curve; as a rule, active = well fitted curve in the direction sought with a large enough effect; inconclusive = small, poorly fitted or top-dose-only effect, or another doubt; inactive = no such curve, though single readings can be large; an effect the other way counts as inactive or inconclusive. Potency is read from the fitted curve at half-maximal effect.

SMILES | RGS4 inhibitor | Pin1 inhibitor | Tb PGK inh | GLS inh | ALOX12 inh | ERG Ets-DNA blk | JMJD2A Tudor inh | HP1b chromo inh | TrxR1 inh
CCOc1ccc(C(=O)N[C@H](C(=O)Nc2ccc(S(=O)(=O)Nc3nccs3)cc2)C(C)C)cc1 | -27% | 27% | -6% | -6% | ? | 0% | -21% | -6% | 5%[57.1 µM]
O=C(O)CCc1cccnc1 | -2% | -1% | i | 5% | 6% | 1% | 4% | 34% | 3%[57.1 µM]
O=C(NO)c1cc(OCC(F)(F)F)ccc1OCC(F)(F)F | 28% | 2% | -7% | 37%[activator] | ? | 8% | -28%[57.1 µM] | 10% | -8%
CCc1ccc2oc(C(=O)N3CCN(c4ccccc4OC)CC3)cc(=O)c2c1 | -11% | 1% | -10% | 62%[activator] | 0% | 0% | -10% | 22% | 8%[57.1 µM]
Cc1cc(C)c(S(=O)(=O)NCC(c2ccco2)N2CCOCC2)c(C)c1 (stereo unspecified) | -12% | -3% | -3% | 0% | -31% | 0% | -10% | 24% | 1%[57.1 µM]
CCCCCCCCCCOC(=O)C[N+](C)(C)CC1CCCCC1O (stereo unspecified) | -11% | -7% | -3% | 12% | 21% | -11% | -11% | 31% | 7%[57.1 µM]
Cc1ccc(C)c(OCCC(=O)NNC(=O)c2ccccc2F)c1 | 12% | -9% | -2% | -2% | -2% | -8% | -18% | -1% | 25%
N#C/C(=C\c1c(N2CCCCC2)nc2ccccn2c1=O)C(=O)NC1CCS(=O)(=O)C1 (stereo unspecified) | 17% | -5% | 6% | -4% | -23% | 3% | -13% | 24% | 8%
Cc1ccc2nc(NC(=O)CSc3ncc(C(=O)Nc4ccccc4)c(=O)n3C)sc2c1 | -10% | -4% | -2% | 1% | 2% | 2% | -10% | -3% | 12%[57.1 µM]
C/C(=N\N1CCN(c2ccc(Cl)cc2)CC1)c1ccco1 | 14% | 0% | -1% | 0% | 2% | -2% | -1% | 22% | 6%[57.1 µM]
C=C(C)COc1ccc(-c2[nH]ncc2-c2ccccc2)c(O)c1 | -17% | ? | -5% | 3% | 36%[activator] | 9% | -24% | 50%[activator] | -6%
O=C1C2ON(c3ccccc3)C(c3cccnc3)C2C(=O)N1c1ccc(Cl)c(Cl)c1 (stereo unspecified) | -12% | -13% | 4% | 0% | -3% | 5% | -9% | 42% | -7%
Cc1ccnc(N2C(=O)CSC2c2ccc(Cl)cc2)c1 (stereo unspecified) | -3% | 0% | -1% | -2% | 11% | 0% | 22% | 41%[activator] | -10%
O=C(N/N=C/c1ccoc1)c1ccccc1Br | -9% | -8% | -2% | -1% | 414%[activator] | 1% | -27% | 28% | 1%
CCC(CO)NCc1cc(OC)c(OCC(=O)NCCc2ccccc2)cc1Br (stereo unspecified) | -4% | -7% | -7% | -1% | 2% | -1% | 6% | 18% | 1%[57.1 µM]
O=C(O)CCC(=O)N1CCc2cc(S(=O)(=O)N(CCc3ccccc3)Cc3ccccc3)ccc21 | -22% | -2% | 4% | 11% | 19% | · | -22% | 18% | 6%
CC(=O)Oc1ccc(/C=C2\C=C(c3ccc(C)cc3)OC2=O)cc1 | 33% | -13% | 3% | 4% | ? | 5% | -1% | 9% | 16%
C/C=C/C(=O)OCC(=O)Nc1cccc(S(=O)(=O)NC2=NCCCCC2)c1 | -7% | -9% | -8% | -7% | -2% | 4% | 1% | 40%[activator] | 4%
CC(=O)OCc1c(COC(C)=O)[n+](=O)c2ccccc2n1[O-] | -18% | 1% | -9% | 1% | 0% | 3% | -2% | 30% | -15%
Cn1c(=O)c2[nH]c(C=Cc3ccc4c(c3)OCO4)nc2n(C)c1=O | -33% | -1% | i | 1% | -8% | · | -6% | 38% | -20%

Part of the list above, with values under each structure.
Results follow in this order: RGS4 inhibitor, Pin1 inhibitor, Tb PGK inh, GLS inh, ALOX12 inh, ERG Ets-DNA blk, JMJD2A Tudor inh, HP1b chromo inh, TrxR1 inh
- O=C(N/N=C/c1ccoc1)c1ccccc1Br
 : -9%, -8%, -2%, -1%, 414%[activator], 1%, -27%, 28%, 1%
- CCC(CO)NCc1cc(OC)c(OCC(=O)NCCc2ccccc2)cc1Br (stereo unspecified)
 : -4%, -7%, -7%, -1%, 2%, -1%, 6%, 18%, 1%[57.1 µM]
- O=C(O)CCC(=O)N1CCc2cc(S(=O)(=O)N(CCc3ccccc3)Cc3ccccc3)ccc21
 : -22%, -2%, 4%, 11%, 19%, ·, -22%, 18%, 6%
- CC(=O)Oc1ccc(/C=C2\C=C(c3ccc(C)cc3)OC2=O)cc1
 : 33%, -13%, 3%, 4%, ?, 5%, -1%, 9%, 16%
- C/C=C/C(=O)OCC(=O)Nc1cccc(S(=O)(=O)NC2=NCCCCC2)c1
 : -7%, -9%, -8%, -7%, -2%, 4%, 1%, 40%[activator], 4%
- CC(=O)OCc1c(COC(C)=O)[n+](=O)c2ccccc2n1[O-]
 : -18%, 1%, -9%, 1%, 0%, 3%, -2%, 30%, -15%
- Cn1c(=O)c2[nH]c(C=Cc3ccc4c(c3)OCO4)nc2n(C)c1=O
 : -33%, -1%, i, 1%, -8%, ·, -6%, 38%, -20%

Following part:
SMILES | RGS4 inhibitor | Pin1 inhibitor | Tb PGK inh | GLS inh | ALOX12 inh | ERG Ets-DNA blk | JMJD2A Tudor inh | HP1b chromo inh | TrxR1 inh
CCC(C)(C)NC(=O)C(c1ccc(C)cc1)N(Cc1ccco1)C(=O)Cn1nnc2ccccc21 (stereo unspecified) | -6% | ? | 6% | 7% | -17% | 1% | -7% | 70%[activator] | -3%
COc1ccccc1N1CCN(S(=O)(=O)c2ccc(-c3cc(C(F)(F)F)on3)s2)CC1 | 15% | ? | 6% | 1% | ? | 0% | -2% | 46% | 23%[57.1 µM]
COc1ccc(/C=N/NC(=S)Nc2ccccc2)cc1COc1cccc(C)c1C | 25%[56.9 µM] | -1% | -4% | -17% | -23% | 10% | -18% | 36% | 23%
CCn1c(NCc2ccccc2Cl)nc2ccccc21 | -29% | 10% | -2% | 21% | 7% | 5% | -12% | 32% | -1%
CCOc1ccc2c(c1)c(=O)c(C(=O)c1ccccc1)cn2Cc1ccccc1 | 8% | -1% | i | 2% | -24% | -2% | 5% | 23% | 28%
CCOC(=O)c1c(C)[nH]c(C)c1C(=O)CSc1nnc(-c2ccco2)n1Cc1ccccc1 | -6% | 35%[activator] | -10% | -17% | -29% | -3% | -23% | -4% | -18%
CC(C)(C)OC(=O)N1CCC(CC2CC(c3cccc(Br)c3)=NO2)(C(=O)O)CC1 (stereo unspecified) | -4% | -7% | -7% | 3% | -10% | -4% | -15% | 11% | 12%
O=C(CN1CCCSc2ccccc21)N1CCN(S(=O)(=O)c2cccc(F)c2)CC1 | 14% | -1% | -4% | -8% | ? | 11% | -29% | 15% | 18%
COc1ccccc1N(C)S(=O)(=O)c1ccc(Cl)c(C(=O)N2CCC(C(N)=O)CC2)c1 | -2% | 1% | i | -17% | -1% | 0% | -12% | 35% | 12%[57.1 µM]
COc1ccc(N2C(=O)CCC(C(=O)N3CCCCC3)C2c2ccc(OC)c(OC)c2)cc1 (stereo unspecified) | 2% | 1% | -5% | -3% | -23% | 1% | -1% | 12% | 5%
COc1ccc(-c2cc(C)nc3nc(N)nn23)cc1 | -30%[11.4 µM] | -5% | -10% | -9% | 0% | -3% | -5%[11.4 µM] | 55%[activator] | 58%[activator]
O=c1c(Cc2c(F)cccc2Cl)c(O)ccn1CCc1c[nH]c2ccccc12 | -2% | 0% | -8% | 9% | -23% | -6% | -23% | 32% | 18%
CC(=O)c1c(C)[nH]c(C(=O)OCC(=O)Nc2c(C)cccc2C)c1C | 3% | 6% | -2% | -3% | 15% | 3% | -23% | 22% | 13%
CCOC(=O)c1nn(-c2ccccc2Cl)c(=O)cc1OCC(=O)Nc1cccc(OC)c1 | 23% | 0% | -3% | -3% | -19% | -3% | -14% | 12% | 30%
Cc1ccc(C(=O)Nc2ccc(C(F)(F)F)n(C)c2=O)cc1 | 0% | -6% | -8% | -1% | -9% | -4% | 13%[57.1 µM] | 55%[activator] | 13%[57.1 µM]
NC(=O)CC(NC(=O)Cc1ccc(Cl)cc1)c1ccc(N2CCC(Cc3ccccc3)CC2)c([N+](=O)[O-])c1 (stereo unspecified) | 5% | 0% | 7% | 0% | -16% | 10% | -23% | 7% | 9%[57.1 µM]
CC(NC(=O)COc1ccc(Oc2ccccc2)cc1)C(=O)O (stereo unspecified) | 23% | 1% | -1% | 3% | 1% | 1% | -4% | 13% | 0%
CC1CCCCC12NC(=O)N(CC(=O)Nc1ccccc1F)C2=O (stereo unspecified) | 3% | 2% | -7% | 6% | 12% | 4% | -6% | 22% | 17%
CP(=O)(COC(=O)c1ccccc1)COC(=O)c1ccccc1 | 5% | -4% | -8% | 1% | 0% | -1% | 2% | 60%[activator] | -11%
CC1CC(=Cc2ccc([N+](=O)[O-])cc2)C(=O)O1 (stereo unspecified) | 20% | 1% | 6% | 4% | 5% | -4% | -18% | 8% | 7%[57.1 µM]

Source: PubChem

These rows are one share of the data. The share of hits here may be higher or lower than overall.
